aSyn yeast rescue: qHTS of alpha-syn Inhibitors: NCGC Sytravon Library Screen; S. cerevisiae alpha-synuclein toxicity rescue, BacTiter-Glo growth, 24 h; 0.02% of 94,000 active; Potency, µM (titrated, usually from 46.1 µM), without a hit: top-dose growth rescue (activation), actives largely listed as activators; active means well fitted activation curve with a large enough effect; inconclusive means small, poorly fitted or top-dose-only effect; further: 0% is about no effect
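Growth restoration measured by BacTiter-Glo luminescence after 24 hr at 30 deg C; alpha-synuclein yeast, raffinose-pregrown to mid-log, were added at OD600=0.02 in galactose medium onto pinned compounds.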
* = called active by the depositor; ? = inconclusive; & = joins results of further samples; [ ] = another dose, or the depositor's remark. Potency means the concentration at half of the fitted maximal effect. This is a subset (hit frequency here may not be typical).

Sample of the layout, 2 compounds:
SMILES | aSyn yeast rescue
COc1ccccc1C(=O)N1CCC(c2c[nH]c3ccccc23)(c2c[nH]c3ccccc23)CC1 | 0%
O=C(NCCn1cc(SCc2ccc(Cl)cc2)c2ccccc21)c1cccs1 | 6%

The whole of this part (from the top)
SMILES | aSyn yeast rescue
COc1ccccc1C(=O)N1CCC(c2c[nH]c3ccccc23)(c2c[nH]c3ccccc23)CC1 | 0%
O=C(NCCn1cc(SCc2ccc(Cl)cc2)c2ccccc21)c1cccs1 | 6%
COc1ccc(NC(=O)c2cn(C)c(=O)c3cc(OC)c(OC)cc23)cc1OC | 2%
COC(=O)c1ccccc1NC(=O)N1CCC(n2c(C)nc3cccnc32)CC1 | 0%
Cc1ccccc1NC(=O)CC(NCc1cccnc1)C(=O)O (stereo unspecified) | -7%
Cc1ccc(CNC(=O)c2cc3c(s2)-c2ccc(Cl)cc2SC3)cc1 | -2%
Cn1c(SCC(=O)Nc2sccc2C(N)=O)nnc1-c1ccncc1 | 1%
Cn1c(CNC(=O)OC(C)(C)C)nnc1SCC(=O)N1CCOCC1 | 0%
Cc1ccc(NC(=O)C2CCC(CNS(=O)(=O)c3cccc4nsnc34)CC2)c(C)c1 (stereo unspecified) | -2%
COc1ccccc1CCNC(=O)Cc1c(C)c2c(cc(C)c3c(C)coc32)oc1=O | -5%
Cc1cccc(C(=O)N2c3nc(-c4ccco4)nn3C3(CCCCC3)[C@@H]3CCCC[C@@H]32)c1 | 5%
CCn1c(C(=O)NCc2ccc(F)cc2)cc2oc3ccccc3c21 | 8%

Filtered by structure, the compounds so far with a thiophene ring, fused or not
SMILES | aSyn yeast rescue
O=C(NCCn1cc(SCc2ccc(Cl)cc2)c2ccccc21)c1cccs1 | 6%
Cc1ccc(CNC(=O)c2cc3c(s2)-c2ccc(Cl)cc2SC3)cc1 | -2%
Cn1c(SCC(=O)Nc2sccc2C(N)=O)nnc1-c1ccncc1 | 1%

Remaining list, next part.
SMILES | aSyn yeast rescue
Cc1ccc2nc(-c3ccccc3)cc(C(=O)N(C)CC(=O)Nc3ccccc3Br)c2c1 | -10%
O=c1c(=Nc2ccccc2O)c(=O)c2ccccc12 | 2%
Cc1cccc(OCCCn2c(CCNC(=O)C3CCCCC3)nc3ccccc32)c1 | -38%[inhibitor]
O=C(c1ccc2c(c1)N(Cc1ccc(F)cc1)C(=O)c1ccccc1S2=O)N1CCOCC1 (stereo unspecified) | 6%
Cc1cc(Nc2ccc(F)cc2C)n2ncnc2n1 | -11%
CN1CCC(=NNC(=O)C(=O)Nc2cccc(Br)c2)CC1 | 3%
COc1ccc(OC)c(NC(=O)C(CCSC)NS(=O)(=O)c2cccs2)c1 (stereo unspecified) | 8%
Cc1ccc(C(=O)NCC(=O)OCc2cc(=O)n3c(C)csc3n2)cc1 | -3%
COc1cccc(NC(=O)CCCNC(=O)Cn2cnc3sc(C)c(C)c3c2=O)c1 | -6%
Nn1cnnc1N/N=C/c1cccc(Cl)c1Cl | -11%
O=C(Nc1cccc(F)c1)[C@@H](c1ccccc1)N1Cc2ccccc2C1=O | 8%
Cc1ccc(S(=O)(=O)N2CCN(C(=O)C3CCN(C(=O)c4ccccc4C)CC3)CC2)cc1C | 4%
CCc1ccc(NC(=O)CSc2nnc(-c3cc4occc4n3C)n2-c2ccccc2C)cc1 | 12%
Cc1ccc(N2CC(C(=O)OCC(=O)c3ccc(F)cc3)CC2=O)cc1 (stereo unspecified) | 3%
Cc1cccc(-c2cc(NC(=O)C(C)(C)C)n(-c3ccccc3)n2)c1 | 6%
Cc1noc(C)c1S(=O)(=O)N(C)C[C@H]1OCc2cn(nn2)CCCC(=O)N([C@@H](C)CO)C[C@@H]1C | -1%
CC1CCN(S(=O)(=O)c2nnc(NC(=O)COc3ccccc3F)s2)CC1 | 1%
O=C(COC(=O)/C=C/c1ccc(F)cc1)Nc1ccc2[nH]c(=O)[nH]c2c1 | -5%
Cc1nn(-c2ccccc2)c(C)c1C(=O)NCc1ccccc1F | -1%
COc1ccc(-c2ccc(NS(=O)(=O)c3cc(C)c(C)cc3C)cc2)nn1 | ?
N#Cc1cccc(OCC(=O)NC(=O)NCc2ccccc2)c1 | 5%
CC(=O)c1ccc(C(=O)N(CCN(C)C)c2nc3c(Cl)cccc3s2)cc1 | 2%
COc1ccc(CNC(=O)c2ccc(NC(=O)N3CCSc4ncccc43)cc2)c(OC)c1 | 6%
O=C(O)c1cc(-c2ccccc2)nn1Cc1ccccc1 | -7%
CCC(=O)Nc1cc(-c2cn3cccnc3n2)ccc1OC | -10%
COc1ccccc1NC(=O)C1=C(C)Nc2nnnn2C1c1ccc(C(F)(F)F)cc1 (stereo unspecified) | -6%
Cc1ccc2c(=O)cc(C(=O)Nc3sc4c(c3C(=O)NCC3CCCO3)CCCC4)oc2c1C (stereo unspecified) | -2%
Cc1oc2ccc(O)c(CN(C)Cc3ccccc3)c2c1C(=O)Nc1cccc(C(F)(F)F)c1 | -26%
COc1ccccc1N1CCN(C(CNC(=O)C(=O)NCCCN(C)C)c2cccnc2)CC1 (stereo unspecified) | 4%
Cc1cnc(NS(=O)(=O)c2ccc(N)cc2)nc1-c1ccccc1O | -3%
CCC(C)Sc1nc2c(c(=O)n1C)SC(C)C2 (stereo unspecified) | -4%
CN=C(c1ccc(C)cc1)n1c(=S)nc(-c2ccc(C)cc2)n(C)c1=S | -10%
S=C(NCc1ccc2c(c1)OCO2)NCc1ccco1 | 4%
CCCCn1c(N)c(N(CCC(C)C)C(=O)C2CCN(C(=O)c3ccccc3C)CC2)c(=O)[nH]c1=O | -9%
CCCN1C(=O)c2cc(C(=O)Nc3ccccc3C)ccc2C1Nc1ccccc1C (stereo unspecified) | 11%
Cc1nn(-c2ccccc2)nc1CNC(=O)C1CC1 | 7%
Cc1ccc(NC(=C(C#N)C#N)c2ccccc2)cc1 | 7%
O=C(Nc1ccc2c(c1)OCO2)c1cc(-c2cccc(O)c2)on1 | -7%
COc1ccc(OC)c(Nc2nc(C)nc3c2oc2ccccc23)c1 | 0%
CC(=O)c1cccc(NC(=O)CCNS(=O)(=O)c2cccc3nonc23)c1 | -2%
Cc1c(C(=O)OCC(=O)N2CCCC2=O)oc2ccccc12 | 14%
CCN(CC)C(=O)Cn1c(=O)n(Cc2ccc(C(=O)NCc3ccc(C)cc3)cc2)c(=O)c2ccccc21 | 4%
COc1ccc(C2Nc3ccccc3C(=O)N2Cc2ccccc2)cc1CN1CCOCC1 (stereo unspecified) | 5%
CC(=O)NC1C(Oc2ccc(C=O)cc2)OC(COC(C)=O)C(OC(C)=O)C1OC(C)=O (stereo unspecified) | 3%
CCOC(=O)N(C)C[C@H]1OCc2cnnn2CCCC(=O)N([C@@H](C)CO)C[C@H]1C | 10%
Fc1ccc(-c2nnn3c2nc(NCc2ccccc2)c2ccccc23)cc1 | -8%&2%
CN(C)c1ccc(CNC(=O)CN2C(=O)C3CCCCN3c3ccc(C(=O)N4CCCC4)cc32)cc1 (stereo unspecified) | -1%
CC(CCc1ccccc1)NS(=O)(=O)c1ccccc1Cl (stereo unspecified) | 4%
O=C(Nc1c(C(=O)O)[nH]c2ccc(F)cc12)c1cccc(C(F)(F)F)c1 | -4%
Cc1ccc(NC(=O)N2CCN(c3nnc(C)c4c(C)n(-c5ccccc5)nc34)CC2)c(Cl)c1 | -12%
CC(C)CCNC(=O)CSc1nc2ccccc2nc1Cc1ccc(Cl)cc1 | 7%
COc1ccc(CNC(=O)C2(c3cccs3)CCOCC2)cc1 | 7%
COc1ccccc1C(=O)Nc1cc(-c2ccc(C)cc2)no1 | -4%
COc1cc(/C=C/C(=O)OCC(=O)Nc2ccc([N+](=O)[O-])cc2)ccc1O | 2%
COc1ccc(S(=O)(=O)N2CCCC(C(=O)NCc3cccnc3)C2)cc1OC (stereo unspecified) | 14%
Cc1cn([C@H]2C[C@H](O)[C@@H](CNC(=O)[C@H](N)Cc3cscn3)O2)c(=O)[nH]c1=O | 8%
COc1ccc(NC(=S)N=Nc2c(O)[nH]c3ccccc23)cc1 | -8%
Cc1ccc(Cl)cc1N1CCN(C(=O)c2ccc3c(c2)N(Cc2ccccc2F)C(=O)c2ccccc2S3(=O)=O)CC1 | 4%
COc1cccc(-c2cc(C(=O)Nc3ccc(F)cc3)[nH]n2)c1 | -11%
COc1ccc(C(C)n2c(C)c3c(C)nnc(C)c3c2C)cc1 (stereo unspecified) | 2%

Further entries.
SMILES | aSyn yeast rescue
Cc1ccc(C(=O)Nc2sc(Cc3ccc4c(c3)OCO4)c(C)c2C(N)=O)cc1 | 4%
CCOC(=O)c1ccc(N2C(=O)c3n[nH]c(-c4ccco4)c3C2c2cccc(F)c2)cc1 (stereo unspecified) | 23%
O=C(Nc1ccccc1N1CCCCC1)c1ccc(Cl)c([N+](=O)[O-])c1 | -9%
Cc1cccc(-c2nc(CCNC(=O)c3ccccc3Br)cs2)c1 | -17%
CCOc1ccccc1CNS(=O)(=O)c1cc(-c2onc(C)c2C)ccc1OC | -7%
CCOC(=O)CCc1c(C)nc2c(-c3ccccc3)c(C)[nH]n2c1=O | 0%
COc1ccccc1CCNC(=O)C1CCN(c2nc3ccccc3nc2C(F)(F)F)CC1 | -6%
COc1ccc(-c2c(C)nn3c(C(F)(F)F)cc(C)nc23)cc1OC | -10%
c1ccc(-c2nc3nc4ccccc4nc3n2CC2CCCO2)cc1 (stereo unspecified) | 5%
O=C(CCN1N=C(c2ccccc2)CCC1=O)NCCc1ccc(Cl)cc1 | -7%
O=C(Nc1cccc(S(=O)(=O)NC2=NCCCCC2)c1)c1cc(-c2ccc(Cl)cc2)nc2ccccc12 | -2%
Cc1ccc(NC(=O)c2cc(S(=O)(=O)N3CCCC3)cn2C)cc1C | -3%
Cc1ccc(-c2cn3c(n2)sc2cc(C(=O)NCc4cccs4)ccc23)c(C)c1 | -11%
Cc1ccc(-c2nc(C#N)c(N3CCC(C(N)=O)CC3)o2)cc1 | 4%
CC(CNC(=O)c1cc2ccccn2n1)c1ccccc1 (stereo unspecified) | 4%
COc1ccc(Cc2nnc(SCC(=O)Nc3cc(Cl)ccc3C)[nH]c2=O)cc1 | -3%
O=C(Nc1cc(Cl)ccc1-n1cncn1)c1cncc(Br)c1 | -3%
Cc1cc(Nc2ccc(F)cc2)n2c(nc3ccccc32)c1C#N | 3%
O=C1CCCN1C(=O)COc1ccccc1[N+](=O)[O-] | -6%
COc1ccc(C)cc1NC(=O)c1cc(S(=O)(=O)N2CCc3ccccc3C2)ccc1F | 6%
CCOc1ccc(C(=O)c2cn(CC(=O)Nc3cccc(OC)c3)c3cc4c(cc3c2=O)OCCO4)cc1 | -3%
COc1ccc(S(=O)(=O)N2CCc3ccccc32)cc1NC(C)=O | 9%
COc1ccc(N2C3=C(C(=O)CC(C)(C)C3)C(c3cnn(C)c3)C3=C2CC(C)(C)CC3=O)cc1 | -1%
CCCCC(CC)C(=O)Nc1ccc(C)c(O)c1 (stereo unspecified) | -4%

Some of the entries so far, field by field:
Cc1ccc(NC(=O)c2cc(S(=O)(=O)N3CCCC3)cn2C)cc1C
  aSyn yeast rescue: -3%

Cc1ccc(-c2cn3c(n2)sc2cc(C(=O)NCc4cccs4)ccc23)c(C)c1
  aSyn yeast rescue: -11%

Cc1ccc(-c2nc(C#N)c(N3CCC(C(N)=O)CC3)o2)cc1
  aSyn yeast rescue: 4%

CC(CNC(=O)c1cc2ccccn2n1)c1ccccc1 (stereo unspecified)
  aSyn yeast rescue: 4%

The results go on.
SMILES | aSyn yeast rescue
O=C(CSc1nnc(Nc2ccccc2F)s1)Nc1cccc(S(=O)(=O)N2CCCCC2)c1 | -4%
CC(C)(C)NC(=O)CCc1ncc(C(F)(F)F)cc1Cl | 2%
O=C(O)c1cccc(S(=O)(=O)N(Cc2ccccc2)c2ccccc2)c1 | 4%
CC(=O)c1ccc(S(=O)(=O)N(C)CCCC(=O)N(C)Cc2c(F)cccc2Cl)cc1 | 4%
COc1ccccc1S(=O)(=O)Cc1ccc(C(=O)NCc2ccc(Cl)cc2)o1 | 3%
COc1ccc(-c2c(C)nn3c(N4CCC(C(=O)NCCC(C)C)CC4)cc(C)nc23)cc1OC | 2%
CCc1ccc(-n2c(SCc3ccccc3C)nc3[nH]ncc3c2=O)cc1 | 8%
NC(=O)c1ccccc1OCC(=O)c1ccc(Cl)cc1 | 2%
O=c1c2[nH]c3ccccc3c2nc(SCc2ccccc2F)n1-c1ccc(F)cc1 | 2%
COCCCNC(=O)C1CCC(Cn2c(=O)c3sccc3n(Cc3ccc(F)cc3)c2=O)CC1 (stereo unspecified) | 6%
Cc1ccc(CNC(=O)C2CCCN(Cc3nc(-c4cccc(C)c4)oc3C)C2)cc1 (stereo unspecified) | -8%
Cc1ccccc1C(=O)Nc1ccc(S(=O)(=O)N2CCCC2)cc1 | -6%
COc1cccc(Cc2nc3ccccc3nc2SCC(=O)NCc2ccc(C)cc2)c1 | 2%
CCc1ccc(C(=O)COC(=O)C2CCN(c3ccc(C(F)(F)F)cn3)CC2)cc1 | -5%
CCc1ccc(NC(=O)Cn2c(=O)ccc3cc(S(=O)(=O)N4CCCC4)ccc32)cc1 | -1%
CCOc1ccc(C2NC(=O)c3c(COC)cc(C)nc3N2Cc2ccccc2)cc1OC (stereo unspecified) | -8%
O=C(Nc1ccc(-c2cn3cccnc3n2)cc1)c1ccccc1F | 1%
Cc1ccccc1NC(=O)CSc1nccn1C | 2%
COc1ccc2[nH]c(=O)c(CN(C(=O)c3cccnc3)c3ccc(C)c(C)c3)cc2c1 | 3%
O=C(O)C1CCN(S(=O)(=O)c2cccc3cccnc23)CC1 | 0%
Cc1ccccc1C(=O)c1cccn1CC(=O)NC(C)c1ccc2c(c1)OCCO2 (stereo unspecified) | -2%

Assay outcomes as filed in PubChem BioAssay.
